Assay outcomes as filed in PubChem.
AMPAR-TARP mod: modulators of AMPA receptor GluA2-stargazin complexes; HEK293 GluA2+stargazin, membrane potential dye (FDSS), glutamate EC50; hits were called plate by plate, in both directions; calls only at 30 µM; O88602+P19491; 40,000 tested, 3.5% active;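 active = any of four per-well response measures lying three or more SD from its plate-wide compound average, in either direction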
Target sequence (O88602 whole entry, looked up): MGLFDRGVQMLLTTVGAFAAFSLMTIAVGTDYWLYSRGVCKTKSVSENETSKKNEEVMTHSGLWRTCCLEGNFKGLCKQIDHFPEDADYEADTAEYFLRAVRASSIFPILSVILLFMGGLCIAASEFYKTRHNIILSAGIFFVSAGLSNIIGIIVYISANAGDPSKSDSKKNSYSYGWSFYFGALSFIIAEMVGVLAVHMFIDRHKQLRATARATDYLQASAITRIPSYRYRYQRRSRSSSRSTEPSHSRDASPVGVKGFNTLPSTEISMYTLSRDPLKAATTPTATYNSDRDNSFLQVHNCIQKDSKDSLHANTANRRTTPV
Target sequence (P19491 whole entry, looked up): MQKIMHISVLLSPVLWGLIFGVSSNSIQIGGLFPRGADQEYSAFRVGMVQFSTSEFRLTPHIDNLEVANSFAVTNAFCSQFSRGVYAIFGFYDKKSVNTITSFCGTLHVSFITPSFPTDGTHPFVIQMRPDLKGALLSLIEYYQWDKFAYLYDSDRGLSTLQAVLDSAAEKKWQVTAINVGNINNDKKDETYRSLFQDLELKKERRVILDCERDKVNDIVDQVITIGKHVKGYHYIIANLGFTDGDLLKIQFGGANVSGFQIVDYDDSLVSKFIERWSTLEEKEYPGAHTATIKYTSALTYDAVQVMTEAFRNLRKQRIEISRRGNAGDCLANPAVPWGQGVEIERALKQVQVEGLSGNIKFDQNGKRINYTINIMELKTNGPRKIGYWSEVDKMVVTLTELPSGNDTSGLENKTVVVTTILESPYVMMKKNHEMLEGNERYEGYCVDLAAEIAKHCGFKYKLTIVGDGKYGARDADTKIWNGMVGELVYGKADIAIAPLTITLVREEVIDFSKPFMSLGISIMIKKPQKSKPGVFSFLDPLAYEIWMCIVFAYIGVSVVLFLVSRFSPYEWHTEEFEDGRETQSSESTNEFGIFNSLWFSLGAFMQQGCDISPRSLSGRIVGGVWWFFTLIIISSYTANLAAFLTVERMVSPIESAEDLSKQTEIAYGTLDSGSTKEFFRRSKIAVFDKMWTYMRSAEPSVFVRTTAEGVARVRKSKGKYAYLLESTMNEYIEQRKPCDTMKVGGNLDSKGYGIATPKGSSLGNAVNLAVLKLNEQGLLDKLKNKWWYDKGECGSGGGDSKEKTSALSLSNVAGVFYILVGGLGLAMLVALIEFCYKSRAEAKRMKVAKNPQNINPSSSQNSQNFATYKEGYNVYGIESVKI
AMPAR-TARP mod agonism max-min: also measured in AMPAR-TARP mod; calls as there; compound max-min signal; compound-alone response (agonism);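 unitless range of fluorescence divided by baseline over first 100 seconds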
AMPAR-TARP mod glutamate slope: second read-out of AMPAR-TARP mod, no call of its own (marks repeat the call); glutamate slope, % of max; measured here: glutamate response slope, % max;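 scaled per plate between vehicle wells and maximal 1 mM glutamate control wells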
Active calls of the source: *; i = inactive; + = active, no number; & = joins results of further samples. A portion of the library; the hit share may differ from the screen's.

SMILES	AMPAR-TARP mod	AMPAR-TARP mod agonism max-min	AMPAR-TARP mod glutamate slope
O=C(Nc1ccc(Nc2cc(-n3cccn3)ncn2)cc1)c1ccccc1Cl	i	0.1	58
O=S(=O)(/C=C/c1ccccc1)N1CCC(COCc2ccc(Cl)cc2)CC1	i	0.11	54
O=C(Oc1ccccc1)N1CCC(CNS(=O)(=O)c2ccc(Br)s2)CC1	i	0.16	53
O=C(NCCc1ccccc1F)c1cccc(N2C(=O)CCS2(=O)=O)c1	i	0.15	49
C=CCN(CC=C)S(=O)(=O)c1ccc(C(=O)N2CC(C)CC(C)C2)cc1 (configuration not stated)	i	0.03	45
CCOC(=O)C1CCCN(S(=O)(=O)CCCOc2ccc(F)cc2)C1 (configuration not stated)	i	0.13	53
COc1cccc(-n2nnnc2SCC(=O)Nc2ccccc2C(=O)O)c1	i	0.059&0.041	62&96
O=C(/C=C/c1ccccc1)NCC1(c2cccs2)CCOCC1	i	0.15	47
O=C1/C(=C/c2ccccc2F)Oc2cc(O)ccc21	i	0.14	48
CCCS(=O)(=O)N1CCN=C1SCc1cccc(C(F)(F)F)c1	i	0.1	65
CCCc1ccc(C(=O)N2CCC(CN3CCN(C)CC3C)CC2)cc1 (configuration not stated)	i	0.058	56
CCOc1ccc(/C=C2\SC(=S)N(CC(=O)Nc3cccnc3)C2=O)cc1	i	0.092	50
CCn1nccc1C(=O)Nc1ccc(O)c(-c2nc3ccccc3s2)c1	i	0.1	65
O=C(NCC(O)(c1cccs1)C1CC1)Nc1ccc2c(c1)OCO2 (configuration not stated)	i	0.13	51
Cc1cc(C)c2c(=O)cc(C(F)F)oc2c1	i	0.065	43
Cn1ccc(C(=O)Nc2nc(C(C)(C)C)cs2)n1	i	0.12	46
CC(C)c1ccc(OCC(O)Cn2c(C3CC3)nc3ccccc32)cc1 (configuration not stated)	i	0.12	56
C#CCn1c(=NC(=O)CSc2ccc(F)cc2)sc2cc(C)c(C)cc21	i	0.074	37
CCc1ccc(S(=O)(=O)c2nnn(-c3ccc(F)c(Cl)c3)c2N)cc1	i	0.045	66
Cc1ccc(NC(=O)Cn2nc(-c3ccc(Br)cc3)ccc2=O)cc1	i	0.07	53
Cc1cccc(C)c1N1CCN(S(=O)(=O)c2ccccc2)CC1	i	0.08	58
O=C(CCCNC(=O)c1c(F)cccc1F)Nc1cccc2cccnc12	i	0.092	68
COc1ccc(/C=C/C(=O)Nc2sccc2-c2nc3ccccc3s2)cc1OC	i	0.09	70
CCS(=O)(=O)c1cccc(C(=O)N(CCN2CCOCC2)c2nc3ccccc3s2)c1	i	0.068	32
COc1cc(OC)cc(C(=O)Nc2sc3c(c2C(N)=O)CCC(C)C3)c1 (configuration not stated)	i	0.08	80

Given with bars between the fields: 6 of the compounds above
SMILES | AMPAR-TARP mod | AMPAR-TARP mod agonism max-min | AMPAR-TARP mod glutamate slope
COc1cccc(-n2nnnc2SCC(=O)Nc2ccccc2C(=O)O)c1 | i | 0.059&0.041 | 62&96
O=C(/C=C/c1ccccc1)NCC1(c2cccs2)CCOCC1 | i | 0.15 | 47
O=C1/C(=C/c2ccccc2F)Oc2cc(O)ccc21 | i | 0.14 | 48
CCCS(=O)(=O)N1CCN=C1SCc1cccc(C(F)(F)F)c1 | i | 0.1 | 65
CCCc1ccc(C(=O)N2CCC(CN3CCN(C)CC3C)CC2)cc1 (configuration not stated) | i | 0.058 | 56
CCOc1ccc(/C=C2\SC(=S)N(CC(=O)Nc3cccnc3)C2=O)cc1 | i | 0.092 | 50

More results
SMILES	AMPAR-TARP mod	AMPAR-TARP mod agonism max-min	AMPAR-TARP mod glutamate slope
O=S(=O)(NCCNc1ccc(Nc2ccncc2)nn1)c1ccc2c(c1)OCCO2	i	0.26	43
CCOC(=O)N1CCN(C(=O)c2ccc(Cl)c(S(=O)(=O)N3CCCC3)c2)CC1	i	0.066	70
Cn1c(=O)c2cc(C(=O)NCc3ccco3)sc2n(C)c1=O	i	0.15	41
COc1ccc(C)cc1NC(=O)c1ccc(=O)n(Cc2cc(C)ccc2C)c1	i	0.096	58
COc1ccccc1NC(=O)Cn1c(=O)n(CCCCC(=O)NCC(C)C)c(=O)c2ccccc21	i	0.039	54
COC(=O)c1ccc(Cl)cc1NC(=O)c1ccc2c(c1)OCCCO2	i	0.086	57
O=C(Nc1ccc(F)c(Cl)c1)c1ccc(N2CCCCS2(=O)=O)cc1	i	0.13	53
CC1CCCN(S(=O)(=O)c2ccc(C(=O)Nc3ccc(S(C)(=O)=O)cc3)cc2)C1 (configuration not stated)	i	0.091	61
COc1ccc(CC(=O)NCCNc2ccc(C)nn2)cc1	i	0.11	62
COc1cccc(CNS(=O)(=O)CCCOc2ccc(F)cc2)c1	i	0.15	63
O=C(NCCCc1ccccc1)NCC1CCN(C2CCCC2)CC1	i	0.075	46
CCc1ccccc1NC(=O)c1cc2cccnc2n(CC)c1=O	i	0.075	37
O=C(CN1C(=O)c2ccccc2S1(=O)=O)Nc1ccc(F)c(C(F)(F)F)c1	i	0.13	45
CCNS(=O)(=O)c1cc(N(C)S(=O)(=O)c2ccc(Cl)cc2)c(C)cc1C	i	0.021	53
COc1ccc(S(=O)(=O)N2CCCCC2CC(=O)NCc2ccccc2OC)cc1 (configuration not stated)	i	0.022	70
CCCC(=O)N1c2ccccc2CC1C(N)=O (configuration not stated)	i	0.11	60
COc1ccc(CCS(=O)(=O)NCC(O)c2cccn2C)cc1 (configuration not stated)	i	0.11	68
O=S(=O)(NC1(c2nc(-c3cccnc3)no2)CCCCC1)c1cccs1	i	0.094	47
O=S(=O)(NCC(O)(c1ccco1)C1CC1)c1cccc(C(F)(F)F)c1 (configuration not stated)	+	0.2*	48*
CN1CC(c2nc3ccccc3n2Cc2ccc(Cl)c(Cl)c2)CC1=O (configuration not stated)	i	0.13	65
O=S(=O)(c1ccc(F)cc1F)N1CCN(c2ccc(-c3ccco3)nn2)CC1	i	0.066	44
NC(=O)CNC(=O)c1n[nH]c2ccccc12	i	0.058	37
CC(C)(C)NC(=O)c1cc2cc(Cl)cc(Cl)c2oc1=O	i	0.11	61
CN1C(=O)Cc2cc(NC(=O)/C=C/c3ccccc3)ccc21	+	0.2*	61*
Cc1ccsc1C(O)CNC(=O)C1(c2ccc(Cl)cc2)CCCC1 (configuration not stated)	i	0.049	38

An excerpt of these results, bar-delimited.
SMILES | AMPAR-TARP mod | AMPAR-TARP mod agonism max-min | AMPAR-TARP mod glutamate slope
COc1ccccc1NC(=O)Cn1c(=O)n(CCCCC(=O)NCC(C)C)c(=O)c2ccccc21 | i | 0.039 | 54
Cn1c(=O)c2cc(C(=O)NCc3ccco3)sc2n(C)c1=O | i | 0.15 | 41
O=S(=O)(NC1(c2nc(-c3cccnc3)no2)CCCCC1)c1cccs1 | i | 0.094 | 47
CN1C(=O)Cc2cc(NC(=O)/C=C/c3ccccc3)ccc21 | + | 0.2* | 61*

(list continues)
SMILES	AMPAR-TARP mod	AMPAR-TARP mod agonism max-min	AMPAR-TARP mod glutamate slope
O=C(NCCS(=O)(=O)N1CCN(c2ccccn2)CC1)c1cc(=O)c2ccccc2o1	i	0.084	61
COc1ccccc1-c1nnc2ccc(OCCNC(=O)Nc3ccccc3)nn12	i	0.1	57
CNC(=O)Cc1csc(Nc2cccc(C(F)(F)F)c2)n1	i	0.11	57
COc1cc(C)c(C(C)C)cc1S(=O)(=O)N1CCCCCC1	i	0.053	48
CCOc1ccc2ccccc2c1C(=O)Nn1cnc2c(cnn2C(C)(C)C)c1=O	i	0.023	29
CNC(=O)Cn1c(=O)n(-c2ccccc2)c(=O)c2oc3ccccc3c21	i	0.076	54

2 of the compounds above, as labelled records.
> CNC(=O)Cc1csc(Nc2cccc(C(F)(F)F)c2)n1
  AMPAR-TARP mod: i	AMPAR-TARP mod agonism max-min: 0.11	AMPAR-TARP mod glutamate slope: 57
> COc1cc(C)c(C(C)C)cc1S(=O)(=O)N1CCCCCC1
  AMPAR-TARP mod: i	AMPAR-TARP mod agonism max-min: 0.053	AMPAR-TARP mod glutamate slope: 48
